Compound activity: PubChem BioAssay, several laboratories
PKA-R1A activ = activates the PKA-R1A holoenzyme complex; P00514+P68181; PKA-R1A dissociation, Cy5-IP20 fluorescence polarization; scaled: DMSO 0%, 113 µM cGMP 100%; AID 504707; hit rate 0.083% among 340,000; activation, % at 11.4 µM;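 active = percent activation above the mean of all tested compounds plus 3 SD, cut at about 19% in these data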;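 also: higher means more PKAc released from R1A so a rise in polarization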
HTR5A inv ctr = HTR5A inverse agonism, opioid heterodimer counter-screen. HTR5A cell line, luminescence. AID 504634. hit rate 0.083% among 340,000. inhibition, % at 9.3 µM. P47898; in the data active = inhibition mostly above about 23%, no sharp cut-off; inactive = mostly below about 18%;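 also: 0% = cells with DMSO and 100% = no-cell wells with DMSO; some compounds called inactive have numbers as strong as hits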
V-ATPase pH = alters yeast V-ATPase proton transport. S. cerevisiae, pHLuorin cytosolic pH fluorescence. hit rate 0.37% among 350,000. response, % at 10 µM; in the data active = response mostly above about 7.3%, no sharp cut-off; inactive = mostly below about 5.4%; also: actives read high; inactives centre near 0; some compounds called inactive have numbers as strong as hits; reference of the scale not given here
Pemphigus Ab inh = inhibitors of pemphigus antibody binding to human desmoglein-3 | DSG3-coupled beads, scFv-anti-DSG3-GFP binding, flow cytometry; stronger effect = lower value | hit rate 0.48% among 310,000 | P32926 | binding (percent of control), % at 10 µM | AID 588358;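 active = binding more than 3 SD below its plate's average and above zero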; also: some compounds called inactive have numbers as strong as hits
OPRM1-OPRD1 inv = inverse agonists of human mu-delta opioid receptor heterodimerization | P35372+P41143 | cell-based MOR-DOR heterodimer luminescence, inverse agonism | inhibition, % at 9.3 µM | hit rate 0.21% among 340,000 | AID 504357; in the data active = inhibition above about 22%, passing the limit was not always enough;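 also: 0% = cells with DMSO and 100% = wells without cells with DMSO; values of inactives mirror those of a sister screen read the other way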
HTR5A ag = HTR5A agonism, opioid heterodimer counter-screen. HTR5A agonist assay, luminescence, cell-based. activation, % at 9.3 µM. hit rate 0.61% among 340,000; in the data active = activation mostly above about 9.5%, no sharp cut-off; inactive = mostly below about 7.6%;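 also: 0% = cells with vehicle only and 100% = reference agonist; strong numbers were not always called active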
PKA-R2B act = PKA-R2B complex activation. activation, % at 11.4 µM. PKA-R2B holoenzyme dissociation, Cy5-IP20 fluorescence polarization; R2B truncated from residue 108, S112A mutant; 0% DMSO only, 100% 113 µM cGMP. P22694+P31323. AID 504700. hit rate 0.079% among 340,000;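 active = activation above a cutoff set at the mean over all compounds plus 3 SD, cut at about 18% in these data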;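 also: higher means more holoenzyme dissociation and a rise in polarization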
Target sequence (P31323 whole entry, looked up, other chains not shown, the tested form may be a part): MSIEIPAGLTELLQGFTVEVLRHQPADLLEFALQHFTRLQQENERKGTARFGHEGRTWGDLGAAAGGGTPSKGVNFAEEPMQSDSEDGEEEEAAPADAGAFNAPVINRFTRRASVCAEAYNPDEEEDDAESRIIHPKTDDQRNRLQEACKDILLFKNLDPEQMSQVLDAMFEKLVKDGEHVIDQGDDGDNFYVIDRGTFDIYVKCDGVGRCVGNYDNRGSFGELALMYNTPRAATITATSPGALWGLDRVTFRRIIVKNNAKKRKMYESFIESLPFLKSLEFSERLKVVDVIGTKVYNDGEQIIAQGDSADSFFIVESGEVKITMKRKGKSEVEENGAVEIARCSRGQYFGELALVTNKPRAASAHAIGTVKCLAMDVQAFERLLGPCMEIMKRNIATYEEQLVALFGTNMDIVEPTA
Arrestin-AP2 inh = human beta-arrestin and AP2 interaction inhibition | hit rate 0.31% among 340,000 | inhibition, % at 10 µM | FITC-arrestin peptide / GST-AP2 beads, flow cytometry; AP2 beta2 appendage carries R879A mutation | AID 504490;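 active = inhibition above a set limit, near 3 SD of compounds lacking own fluorescence, cut at about 54% in these data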;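 also: plate controls were DMSO wells for no effect and 5 µM unlabelled arrestin peptide for full effect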
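System: GST-AP2 R879A bound to glutathione beads, E. coli-expressed. Also added: 50 nM FITC-arrestin peptide. Schedule: compound with beads 12 min RT, then probe 1 h RT. Signal: bead flow cytometry, FITC channel. Read-out basis: percent response.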
DAGLB inhibitor = blocks human DAGLB lipase activity. HEK293T DAGLB membrane lysate, EnzChek fluorogenic substrate. inhibition, % at 5.17 µM. hit rate 0.059% among 340,000. AID 504411; in the data active = inhibition above about 34%;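 also: 0% = enzyme with vehicle and 100% = wells lacking enzyme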
Target sequence (Q8NCG7 whole entry, looked up): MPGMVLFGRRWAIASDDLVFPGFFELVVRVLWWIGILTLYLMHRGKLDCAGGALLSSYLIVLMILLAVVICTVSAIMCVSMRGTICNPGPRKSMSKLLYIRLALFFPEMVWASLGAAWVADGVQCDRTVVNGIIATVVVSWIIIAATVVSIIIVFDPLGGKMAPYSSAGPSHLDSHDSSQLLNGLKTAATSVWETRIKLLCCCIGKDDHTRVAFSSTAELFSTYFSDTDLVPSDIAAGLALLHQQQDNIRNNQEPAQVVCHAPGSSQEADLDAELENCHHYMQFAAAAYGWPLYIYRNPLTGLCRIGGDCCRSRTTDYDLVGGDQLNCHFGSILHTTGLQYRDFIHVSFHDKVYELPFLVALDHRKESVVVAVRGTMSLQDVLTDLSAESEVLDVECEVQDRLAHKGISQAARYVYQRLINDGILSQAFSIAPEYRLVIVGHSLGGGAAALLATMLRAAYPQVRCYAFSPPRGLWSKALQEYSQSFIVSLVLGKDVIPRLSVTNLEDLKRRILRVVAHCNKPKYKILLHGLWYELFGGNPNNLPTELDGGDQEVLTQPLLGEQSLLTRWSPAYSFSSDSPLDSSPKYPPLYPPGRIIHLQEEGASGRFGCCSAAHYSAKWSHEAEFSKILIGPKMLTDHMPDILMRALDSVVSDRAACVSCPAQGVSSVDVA
MOR-DOR ag = OPRM1-OPRD1 heterodimerization agonism. P35372+P41143. cells, luminescence. activation, % at 9.3 µM. hit rate 0.3% among 340,000. AID 504326; in the data active = activation above about 18%;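 also: 0% = vehicle-treated cells and 100% = reference agonist; values of inactives mirror those of a sister screen read the other way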
Numbers without * were called inactive; . = no result given; & = joins results of further samples.

Order of values: MOR-DOR ag	Arrestin-AP2 inh	DAGLB inhibitor	Pemphigus Ab inh	HTR5A inv ctr	PKA-R2B act	OPRM1-OPRD1 inv	PKA-R1A activ	V-ATPase pH	HTR5A ag
- Cc1ccccc1NC(=O)Cc1nc(COC(=O)CCNS(=O)(=O)c2ccccc2)cs1
→ -1.2	21	-2	101	-15	-8	7	-14	0	6
- COc1ccc(NC(=S)N(CCc2c(C)[nH]c3ccc(C)cc23)Cc2cccnc2)cc1
→ -2.8	6	0	101	6	-4	17	-15	2	-2
- COc1ccc(-c2nnc(SCC(=O)c3ccc[nH]3)n2-c2ccccc2)cc1
→ -0.3	-10	3	110	-9	-5	2	-6	0	1
- CCN(CCNC(=O)C1CCN(Cc2nc(-c3ccc(Cl)cc3)oc2C)CC1)c1ccccc1
→ 7.1	-4	2	104	-19	-9	-36	-11	0	6
- CCOC(=O)c1c(-c2cccc([N+](=O)[O-])c2)csc1NC(=O)CCCOc1ccccc1OC
→ -1.1	0	-17	103	0	18	6	-5	-1	0
- CC(=O)c1cccc(S(=O)(=O)NCCC(=O)Nc2ccc(S(N)(=O)=O)cc2)c1
→ -0.9	-5	0	108	9	3	5	4	3	-3
- COc1cccc(N2CN(C3CCCCC3)CNC2=S)c1
→ 0.3	3	-2	115	-7	-1	-2	-1	0	-1
- O=c1cc(N2CCCCC2)[nH]c(=O)n1C1CCCCC1
→ -1.3	20	-1	102	7	-6	8	-14	5	-2
- O=C(c1ccc(CS(=O)c2cccc(Cl)c2)o1)N1CCOCC1 (configuration not stated)
→ -3.2	1	-1	106	3	7	16	-4	3	1
- CC(C)(C)c1ccc(C2=NC(=O)C(CC(=O)O)S2)cc1 (configuration not stated)
→ -2.5	-2	-5	110	8	-8	12	1	0	1
- CCN1CCN(C(=S)Nc2cc(C(=O)OC)ccc2C(=O)OC)CC1
→ -1.0	7	0	89	5	2	5	8	0	-1
- Cn1ncc(C(=O)Nc2ccc(OC(F)(F)F)cc2)c1-n1cccc1
→ 6.1	1	0	109	-2	7	-30	-13	-1	1
- COc1cc(NC(=O)COC(=O)CC(NC(C)=O)c2ccccc2)cc(OC)c1 (configuration not stated)
→ -0.2	13	1	102	1	5	1	-6	-2	0
- CCCCCCCN=C(C)c1ccccc1O
→ -1.4	-10	-2	105	-6	2	8	-1	3	3
- CCCc1c(C(=O)N/N=C/c2c(OC)ccc3ccccc23)nnn1-c1nonc1N
→ 10	42	1	.	-1	3	-54	6	-1	-2
- Cc1ccc(CNC(=O)Nc2ccccc2)cc1
→ -0.5	2	-6	97	-7	-10	3	0	-1	4
- Cc1[nH]c2ccc(C(=O)OC(C)C(=O)NC3CCCCC3C)cc2c1C (configuration not stated)
→ -0.3	8	-2	111	-2	3	1	10	1	1
- CC(NC(=O)Nc1ccc([N+](=O)[O-])cc1)C(c1cccs1)N1CCCC1 (configuration not stated)
→ 3.1	2	1	109	4	-2	-21	7	-1	1
- C[N+]1(CCOC(=O)C2(c3ccccc3)CCCC2)CCCCC1
→ -3.3	-6	0	102	8	-3	17	-11	-3	-3
- CCN(CC)c1ccc(NC(=O)CN2C(=O)CC(C)(C)S(=O)(=O)c3ccccc32)c(C)c1
→ -0.2	5	4	107	-9	9	1	-12	-2	3
- Cc1cc(C)cc(C(=O)NCC(=O)OCC(=O)NC2CCCc3ccccc32)c1 (configuration not stated)
→ 0.3	27	0	139	8	-2	-1	1	2	-2
- CN1CCN(C2=C(Cl)C(=O)N(Cc3ccccc3)C2=O)CC1
→ -3.1	8	0	98	-7	1	15	-11	1	-5
- COc1ccc(C(=O)N2CCSC2=S)cc1OC
→ -2.8	-3	1	106	-6	11	16	-8	0	2
- COc1cc(NC(=O)C(F)(F)F)cc(OC)c1
→ -3.4	27	-1	98	2	-1	16	10	-3	-1
- O=C(NC1CCCCCCC1)c1ccc(CNc2c(N3CCOCC3)c(=O)c2=O)cc1
→ -0.8	-8	1	102	9	-2	4	-8	-3	-3
- COc1cc(C(=O)Nc2ncccc2C)ccc1OCC(=O)N1CCOCC1
→ -0.1	45	-1	.	-19	1	0	0	-3	7
- CC(C)COc1cccc(C(=O)NNC(=O)C2COc3ccccc3O2)c1 (configuration not stated)
→ -4.3	-2	-7	106	-14	-3	14	-1	-6	4
- COc1cc(C(=O)OCC(=O)NC(=O)c2cccn2C)ccc1OC(F)F
→ 2.4	7	-4	117	-8	1	-12	-5	0	3
- CCc1noc(C)c1C(=O)NC1CC(C)(C)Cc2c1cnn2-c1ccccc1 (configuration not stated)
→ -3.0	12	-1	.	5	-4	17	0	-5	-1
- Cc1cc(N=Nc2c(O)c3ccccc3[nH]c2=O)ccc1N=Nc1ccc(C(=O)N(C)C)cc1
→ -0.7	-1	1	78	-1	-4	4	9	-2	0
- CCOc1cc(/C=C2/C(=N)N3C(=NC2=O)SN=C3S(=O)(=O)C(C)C)ccc1OC(=O)c1ccco1
→ -2.1	-4	8	104	10	-10	11	4	-1	-3
- CCOC(=O)CC(=O)CSc1ncnc2c1nnn2-c1ccc(OC)cc1
→ -3.0	-50	-4	.	17	-2	14	-8	-3	2
- Cc1cccc(C(=O)NCC(C)NC(=O)c2cccc(C)c2)c1 (configuration not stated)
→ -0.7	-1	-1	107	-7	-1	4	5	3	-1
- O=C(O)C1CCCN1C(=O)Nc1ccc(F)cc1 (configuration not stated)
→ -2.1	-8	1	.	-22	-2	11	-2	0	3
- O=c1sc2ccccc2n1Cc1ccccc1
→ -0.7	13	-1	96	2	5	5	-11	-4	-1
- FC(F)(F)c1nnc2ccc(N3CCN(c4ccccc4)CC3)nn12
→ -2.4	3	-4	.	3	-3	10	-2	-4	6
- S=C(Nc1ccccc1)Nc1ccccn1
→ .	.	-1	93	.	-3	.	-2	1	.
- Cc1cc2nc(-c3ccc[nH]c3=O)n(Cc3cccc(F)c3)c2cc1C
→ -3.2	31	2	103	-2	3	14	-10	-1	0
- COc1cc(-c2cc(C(=O)NCCc3ccc(S(N)(=O)=O)cc3)c3ccccc3n2)cc(OC)c1OC
→ -1.3	-15	0	88	1	-8	7	-7	2	0
- COc1ccc(S(=O)(=O)N2CCC(C(=O)O)(c3ccccc3)CC2)cc1
→ -1.6	4	1	117	2	-7	9	-2	-1	-4
- CC(Oc1ccc2c(-c3ccccc3)cc(=O)oc2c1)C(=O)NCC1CCC(C(=O)O)CC1 (configuration not stated)
→ -2.4&-1.7	-2&0	-3&1	95&101	21&-27	-5&1	12&9	3&-6	-2&-3	-1&1
- COc1ccc(C(CNC(=O)c2ccc3c(c2)C(=O)N(CCC(C)C)C3=O)N2CCOCC2)cc1 (configuration not stated)
→ -1.8	-2	2	117	5	6	11	-10	1	-1
- CC(C)C(=O)N1CCC(CN=CC2=C(O)CC(C)(C)CC2=O)CC1
→ -0.9	1	-1	112	4	7	5	12	0	-1
- Cc1ccccc1OCCn1cc(C(=S)N2CCCC2)c2ccccc21
→ 0.1	-4	-5	103	-21	-2	-1	-5	3	6
- CCOc1ccc(N(CC(=O)NCc2ccccc2Cl)S(=O)(=O)c2c(C)[nH]c(=O)[nH]c2=O)cc1
→ -0.7	-4	1	101	-23	-7	4	-8	2	6
- CCc1ccc(NC2=CC(=O)CC(C)(C)C2)cc1
→ -3.6	36	-3	116	-16	4	16	-4	0	4
- COc1ccccc1C(=O)NC(=S)Nc1ccc(N2CCCC2)cc1
→ 0.8	10	5	101	-6	3	-5	7	-2	2
- Cc1cc(OCC(=O)NCCN2CCOCC2)c2c(C)c(C)c(=O)oc2c1
→ -3.4	2	0	109	4	-10	18	-21	-1	-1
- CN1C(=O)C2(NCCc3c2[nH]c2ccccc32)c2ccccc21 (configuration not stated)
→ 0.7	14	3	107	-14	1	-4	-2	9	5
- Cc1ccc(-c2csc3ncn(Cc4ccc(C(=O)O)cc4)c(=O)c23)cc1C
→ -3.3	11	4	105	17	-7	17	-7	2	-6

Continuation.
Order of values: MOR-DOR ag	Arrestin-AP2 inh	DAGLB inhibitor	Pemphigus Ab inh	HTR5A inv ctr	PKA-R2B act	OPRM1-OPRD1 inv	PKA-R1A activ	V-ATPase pH	HTR5A ag
- CCN(C(=O)c1ccc(C)c(Br)c1)c1ccccc1
→ 4.7	5	-2	96	1	3	-24	3	-1	0
- C[C@H](NC(=O)OCc1ccccc1)C(=O)NNC(=O)[C@H](Cc1ccccc1)NC(=O)OC(C)(C)C
→ -1.1	4	22	105	-3	-3	6	-8	1	7
- COc1ccc(C2OCC3(CO2)SC(=O)NC3=O)cc1 (configuration not stated)
→ -2.9	34	1	101	4	-5	15	-14	2	-1
- COc1ccc(CCNC(=O)CN2C(=O)c3ccccc3S2(=O)=O)cc1OC
→ -1.6	-1	-2	95	-9	-1	8	-11	-1	2
- COc1ccc(CCC(C)N2CCOCC2)cc1 (configuration not stated)
→ -1.6	1	-1	121	2	-6	8	2	1	-1
- COc1ccc(-c2c3c([nH]c(=S)c2C#N)CCC3)cc1
→ 3.4	22	1	84	-55	-8	-19	-10	-2	1
- CCN(CC(=O)Nc1ccc2c(c1)OCCO2)C(=O)/C=C/c1cc(Br)ccc1OC
→ .	.	-3	92	.	-10	.	7	.	.
- O=C(Cn1ccc2cc(S(=O)(=O)N3CCCCC3)ccc21)NCc1ccccc1F
→ -2.8	7	2	102	7	-5	14	-25	0	5
- CCOc1ccc(NC(=O)CC(C)S(=O)(=O)c2ccc3c(c2)NC(=O)CO3)cc1 (configuration not stated)
→ -2.6	0	-1	.	-3	-7	14	-7	0	1
- Cc1ccc(C(=O)NC2CC3CCCC(C2)N3C(=S)NCc2ccco2)cc1 (configuration not stated)
→ -0.2	5	1	100	6	2	1	-4	0	-3
- O=C(/C=C/c1ccccc1Cl)Nn1cnc2ccccc2c1=O
→ 0.8	3	-3	102	5	4	-5	-9	5	0
- CCn1nc(C)cc1C(=O)NC1CCCc2c1cnn2-c1ccc(C)c(C)c1 (configuration not stated)
→ 1.7	-13	-2	100	3	-7	-9	-18	-1	4
- CCCn1c(=O)c(C(=O)NNC(=O)c2cccc([N+](=O)[O-])c2)c(O)c2ccccc21
→ -2.5	-11	12	109	-8	-3	13	-15	0	4
- O=C(COC(=O)c1ccc(S(=O)(=O)N2CCCC2)cc1)NCc1ccc(Cl)cc1
→ 3.7	0	-4	71*	-13	-2	-20	5	-6	4
- COC(=O)C(Cc1c[nH]c2ccccc12)NC(=O)c1cccs1 (configuration not stated)
→ -3.8	-1	-3	.	-18	-4	18	-8	3	0
- COc1ccc(CCC(=O)Nc2ccc(S(=O)(=O)N3CCOCC3)cc2)cc1
→ -1.3	-3	-4	115	0	-4	7	-5	4	2
- CCOC(=O)N1CCN(C(=O)c2ccc3c(c2)N(C)C(=O)/C(=C\c2ccc(OCC)c(OC)c2)S3)CC1
→ 0.7	-1	1	.	-11	2	-3	-9	2	6
- Cc1c(O)ccc(/C(Cc2ccc3ccccc3n2)=N\N)c1O
→ 0.7	3	1	100	-1	-10	-4	-14	-1	0
- CC1(C)NC(=O)N(CCCCSc2ccc(Cl)cc2)C1=O
→ -1.9	9	1	95	-21	-9	9	3	-1	-1

No enrichment for hits. Share with any hit: about 2.4%.
